Screening results as filed in PubChem.
D2 agonist: D2 dopamine receptor (human) agonism | HEK293 T-REx D2 cells, calcium flux agonist mode | activation, % at 2 µM | 0.53% of 340,000 active | P14416;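 active means activation over 3 SD above normal in the single-dose calcium agonist read, cut at about 30% in these data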; further: 0% is about no effect
Target sequence (P14416 whole entry, looked up): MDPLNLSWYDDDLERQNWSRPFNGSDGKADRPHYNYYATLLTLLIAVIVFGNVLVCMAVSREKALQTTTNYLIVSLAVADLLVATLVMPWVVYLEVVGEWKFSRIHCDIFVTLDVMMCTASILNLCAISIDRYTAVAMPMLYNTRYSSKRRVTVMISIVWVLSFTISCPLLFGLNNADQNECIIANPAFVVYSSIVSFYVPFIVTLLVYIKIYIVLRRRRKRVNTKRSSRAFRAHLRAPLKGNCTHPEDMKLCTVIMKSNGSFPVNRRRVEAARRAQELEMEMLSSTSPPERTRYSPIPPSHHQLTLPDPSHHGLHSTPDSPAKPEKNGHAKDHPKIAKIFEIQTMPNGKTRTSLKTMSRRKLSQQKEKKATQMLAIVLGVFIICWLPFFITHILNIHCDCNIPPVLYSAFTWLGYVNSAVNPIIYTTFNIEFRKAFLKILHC
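Tetracycline-induced HEK293 Trex cells with D2 receptor force-coupled to calcium signaling, plated overnight at 30 C and loaded with no-wash calcium dye. Calcium flux read kinetically for 180 s after compound addition; responses flag agonists.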
TRHR ag: activates the human TRH receptor | TRHR cells, calcium flux fluo-8, FDSS agonist mode | P34981 | activation, % at 2 µM | 0.18% of 360,000 active | AID 493084; further: 0% is about no effect
Target sequence (P34981 whole entry, looked up): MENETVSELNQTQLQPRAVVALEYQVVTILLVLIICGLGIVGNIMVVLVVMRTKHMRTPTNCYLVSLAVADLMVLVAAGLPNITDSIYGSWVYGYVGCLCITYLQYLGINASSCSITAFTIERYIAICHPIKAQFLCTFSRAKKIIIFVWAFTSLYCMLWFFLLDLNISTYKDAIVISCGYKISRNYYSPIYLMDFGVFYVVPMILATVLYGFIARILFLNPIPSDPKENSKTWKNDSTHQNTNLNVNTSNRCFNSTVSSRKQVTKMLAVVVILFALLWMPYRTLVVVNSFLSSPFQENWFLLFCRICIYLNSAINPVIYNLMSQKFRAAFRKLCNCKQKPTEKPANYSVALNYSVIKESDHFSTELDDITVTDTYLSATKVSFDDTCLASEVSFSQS
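Steps: seed TRHR cells overnight; add fluo-8 no-wash Ca dye, RT 30 min–1.5 h; record 10 s baseline; pin-transfer compounds; monitor fluorescence 1 cycle/s for the agonist window. Calcium increases flag candidate agonists.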
D2 antag: D2 dopamine receptor (human) antagonism | HEK293 TREx D2 cells, calcium flux, dopamine EC80 | inhibition, % at 10 µM | 2% of 340,000 active | P14416; in the data active means inhibition above about 30%; further: 0% is about no effect
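Overnight-induced (tetracycline, 30 C) HEK293 T-REx cells carrying force-coupled D2 receive a no-wash calcium dye, then compound, then EC80 dopamine at 180 s; signals are read kinetically throughout.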
D1 antagonist: human D1 dopamine receptor antagonism | HEK293 TREx D1 cells, calcium flux, dopamine EC80; hits give low values | AID 504652 | 3.2% of 360,000 active | P21728 | activity change, negative = inhibition, % at 10 µM; in the data active means activity change below about -30%; further: on the % scale 0 is the no-effect control and ±100 the full control effect
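Cells carrying a force-coupled, tetracycline-inducible human D1 receptor report calcium flux. Each well gets a 10 s baseline, compound with 180 s monitoring, then an EC80 dopamine stimulus with a second 180 s kinetic read.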
D2 PAM: D2 dopamine receptor (human) potentiation. potentiation, % at 10 µM. 0.34% of 340,000 active. HEK293 T-REx D2, calcium flux, EC20 dopamine potentiation;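 active means potentiation over 3 SD above the plate norm, cut at about 30% in these data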; further: 0% is about no effect
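Calcium flux readout, no-wash dye, 1 read/s. Inducible HEK293 Trex D2 line, overnight 30 C. Compound alone 180 s (agonist flags), then EC20 dopamine, another 180 s to score potentiation.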
D1 ag: activates the human D1 dopamine receptor | P21728 | HEK293 T-REx D1 cells, calcium flux, agonist mode | activation, % at 2 µM | 1% of 360,000 active | AID 504660; further: 0% is about no effect
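Tetracycline-induced HEK293 TREx D1 cells, force-coupled to calcium signalling, were dye-loaded with a no-wash calcium kit. Compound was pin-added after a 10 s baseline. Fluorescence was read kinetically at 1 cycle/s for 180 s, with calcium rises flagged as agonism.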
TRHR PAM: TRH receptor (human) allosteric enhancement; enhancement, % at 2 µM; AID 493056; 0.66% of 360,000 active; P34981; TRHR cells, fluo-8 calcium fluorescence, EC20 TRH enhancement; in the data active means enhancement above about 30%; further: 0% is about no effect
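TRHR-expressing cells loaded with fluo-8 calcium dye were read kinetically (ex 480/em 530) during compound addition, then stimulated with an EC20 of TRH (10 nM final). Enhancement of the Gq-mediated intracellular calcium response was scored.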
RXFP1 antag: RXFP1 (human) relaxin receptor antagonism. activity change, negative = inhibition, % at 57.5 µM. 0.59% of 350,000 active. HEK293-RXFP1, relaxin-stimulated cAMP HTRF, 30 min; hits give low values. AID 1259400;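 active means activity change of -60% or lower, but not beyond a set lower limit; inconclusive means change between -60% and -40%, or beyond the set limit; inactive means change above -40%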; further: on the % scale 0 is the no-effect control and ±100 the full control effect
D1 potentiator: enhances dopamine response at the human D1 receptor; P21728; HEK293 TREx D1 cells, calcium flux, dopamine EC20 potentiation; potentiation, % at 10 µM; 0.036% of 360,000 active; in the data active means potentiation above about 30%; further: 0% is about no effect
* marks the source's active call; other numbers are inactive results; u = inconclusive; x = no result given. Unless noted, no stated cut-off is given here; in the data, active means activation above about 30%; inactive means the rest.

SMILES | D2 agonist | TRHR ag | D2 antag | D1 antagonist | D2 PAM | D1 ag | TRHR PAM | RXFP1 antag | D1 potentiator
CCN1CCN(C(=O)CSc2nc3c(c(=O)n(C)c(=O)n3C)n2C)CC1 | 0.2 | -1.3 | -8 | -13 | -7 | 16 | -1 | 3 | -3
NC(=O)CC[C@@H]1NC(=O)[C@@H]2CCCN2C(=O)c2cc([N+](=O)[O-])cc(I)c2NCCC[C@@H](C(=O)NC(CC(=O)O)C(N)=O)NC1=O (stereo partly specified) | -0.3 | -0.4 | 3 | -1 | 0 | -4 | -2 | x | -5
COc1ccc(C(C(=O)NCc2ccccc2)N(C(=O)Cn2nnc3ccccc32)c2ccc(OC)cc2)cc1 (stereo unspecified) | -0.5 | 1.2 | x | 15 | -3 | 10 | -5 | -16 | 1
CCOc1ccc(C(=O)c2cn(CC(=O)Nc3ccc(OC)cc3)c3cc4c(cc3c2=O)OCCO4)cc1 | x | 0.8 | x | 0 | 14 | 3 | 1 | x | 2
Cc1cc(OCC(O)CN2C(C)CCCC2C)ccc1C(C)C (stereo unspecified) | -1.6 | -1.8 | 11 | 0 | 3 | 28 | -2 | -5 | 28
Fc1ccccc1-c1nc(NCc2ccccc2)c2ccccc2n1 | -1.1 | -0.8 | 1 | 2 | -19 | 7 | -7 | -25 | -2
COc1ccc(CN2C(=O)CCCc3ccccc32)cc1 | 0.9 | -0.3 | 21 | 5 | -14 | 4 | -7 | -5 | -6
CC1CC(C)CN(S(=O)(=O)c2ccc(C(=O)N3CCOCC3)cc2)C1 (stereo unspecified) | 0.4 | 0.0 | -10 | 4 | 3 | 3 | -1 | 3 | 0
C=CCN(c1ccccc1)S(=O)(=O)c1cccc(C(=O)N(CC)CC(=O)Nc2c(F)cccc2F)c1 | -0.4 | -0.6 | -26 | 8 | 3 | -1 | -4 | 10 | 5
COc1ccc(C2=NCC(CSc3nnnn3C)S2)cc1 (stereo unspecified) | -0.3 | -0.8 | 0 | -2 | 14 | 6 | 8 | -21 | -5
CCCNc1nc(N2CCCC2)nc(N2CCCC2)n1 | 0.4 | 0.1 | -20 | 7 | 6 | 3 | 2 | -3 | 1
Cc1ccc(S(=O)(=O)N2CCOCC2)cc1NC(=O)COC(=O)C1COc2ccccc2O1 (stereo unspecified) | -0.1 | -0.6 | -1 | 1 | -6 | 1 | -19 | 4 | -8
O=C(c1ccco1)N1CCN(CC(=O)N(C2CCCCC2)C2CCS(=O)(=O)C2)CC1 (stereo unspecified) | x | 1.5 | x | -6 | x | 0 | 5 | -9 | -4
C=CCN1C(=O)C(CC(=O)Nc2ccccc2F)S/C1=N\c1nccs1 (stereo unspecified) | -1.6 | -0.5 | 2 | -9 | -4 | 3 | -1 | -15 | -3
O=C(COc1ccccc1)Nc1nn[nH]n1 | 0.5 | 0.2 | -8 | 9 | 4 | 0 | 5 | -3 | 1
CS(=O)(=O)c1ccc(C(=O)Nc2nc(-c3ccco3)c(-c3ccco3)s2)cc1 | 0.2 | 0.1 | 1 | -14 | -1 | 3 | 5 | -17 | -2
COC(=O)C(Cc1ccccc1)NC(=O)c1cccc(S(=O)(=O)N(C)C)c1 (stereo unspecified) | 0.6 | -0.4 | -10 | 5 | 6 | 4 | 3 | 2 | -4
CN(C)CCOC(=O)CCCCCCCCC(=O)OCCN(C)C | -0.5 | 1.6 | -9 | 6 | 2 | 4 | -3 | 3 | 2
COc1ccc(CC(=O)Nc2c(C(=O)N3CCN(c4ncccn4)CC3)oc3ccccc23)cc1OC | -1.3 | 2.0 | 11 | 3 | 11 | 0 | 13 | -7 | -3
CCOC(=O)c1c(NC(=O)Cc2coc3cc(C)cc(C)c23)sc2c1CCC2 | -1.1 | -1.3 | x | 0 | 4 | 1 | -3 | -9 | -1
O=C(OCCCc1cc2ccccc2c(=O)o1)c1ccc(C(F)(F)F)cc1 | 0.1 | 0.0 | 12 | x | -6 | 8 | 15 | x | 0
CC(C)(C)OC(=O)N1CCN(C(=O)Cn2cc(CCO)nn2)CC1 | 0.0 | 0.8 | 8 | 0 | 4 | 1 | 2 | x | -3
COc1ccc(C(C)C)cc1S(=O)(=O)n1cnc(C)c1 | 0.6 | -1.5 | 3 | -10 | 7 | 2 | -5 | -4 | -4
COc1ccc(S(=O)(=O)CCC(=O)NCCc2ccc(S(N)(=O)=O)cc2)cc1 | 2.5 | 0.2 | -7 | 12 | 1 | 1 | 0 | -7 | 10
CC(C)COP(=O)(OCC(C)C)C(O)c1ccccc1F (stereo unspecified) | 0.5 | -0.8 | 52* | -4 | -4 | -1 | -7 | 5 | -2
C[C@@H](O)C(C(=O)N1CCNCC1)n1cc([C@@H](N)CCCCN)nn1 (stereo partly specified) | 0.8 | 0.2 | -3 | 4 | 13 | 0 | 9 | x | -2
CCCc1nc(N)c(C#N)c(-c2ccco2)c1CC | 0.1 | 0.5 | 10 | 7 | -8 | 9 | -4 | -6 | -2
Cc1cc(OCC[N+]2(C)CCCCC2)nc2ccccc12 | x | -1.0 | x | -1 | 2 | 5 | 16 | -21 | -2
Cc1ccccc1-n1nc2c(c1NC(=O)c1ccc(S(=O)(=O)N(C)C)cc1)CSC2 | x | 0.1 | x | -4 | 9 | 1 | -6 | 0 | -3
COc1cccc(CNC(=O)Cn2ccc3cc(S(=O)(=O)N4CCCCCC4)ccc32)c1OC | -0.1 | -0.1 | 3 | -9 | -5 | 2 | -4 | 10 | 1
C/C(CCc1ccc2c(c1)OCO2)=N\NC(=S)NC(C)C | 6.0 | 0.1 | 1 | 9 | 4 | 2 | -1 | x | -3
C#CCOCCOCCOCCNc1nc(N2CCN(C(=O)[C@H](CCCCN)n3cc(CCC(=O)O)nn3)CC2)nc(N2CCN(C(=O)[C@H](CCCCN)n3cc(CC(C)O)nn3)CC2)n1 (stereo partly specified) | -0.3 | 0.1 | -5 | -4 | -7 | 4 | 9 | x | -3
Cc1c(C(=O)C(=O)N2CC=C(c3ccccc3)CC2)c2ccccc2n1C | 2.2 | 0.0 | 1 | -6 | -4 | 3 | 3 | 5 | -5
CCN(CC)CCN(Cc1cc2cc3c(cc2[nH]c1=O)OCCO3)C(=S)NCC1CCCO1 (stereo unspecified) | 2.4 | 0.0 | -14 | -12 | -6 | 2 | -5 | -2 | -3
O=C(O)/C=C/c1ccccc1Oc1ccc(Cl)cc1Cl | 1.7 | -0.3 | 3 | -18 | 8 | 1 | 20 | -9 | -1
CN(c1ccc(OCC(=O)NC2=NCCS2)cc1)S(=O)(=O)c1ccc(F)cc1 | -1.2 | 0.9 | -7 | -15 | -3 | 9 | -7 | -1 | -12
CCCCn1c(SCC(=O)Nc2cc(NC(=O)c3ccco3)ccc2C)nc2ccccc2c1=O | 0.1 | 0.1 | 3 | 5 | 8 | 4 | 0 | -12 | -4
CCOc1cc(C2c3c(oc4ccccc4c3=O)C(=O)N2Cc2ccc3c(c2)OCO3)ccc1O (stereo unspecified) | 5.5 | -0.6 | x | 5 | 14 | 0 | 5 | -19 | 1
CCc1ccc(-c2nc(SCC(=O)NC3CC3)n[nH]2)cc1 | 1.8 | -0.1 | 7 | 12 | -2 | 1 | 0 | 2 | -2
CCC(C)C(NS(=O)(=O)c1ccc(C)cc1)C(=O)NCCCN1CCOCC1 (stereo unspecified) | -0.7 | -0.2 | 3 | 9 | -6 | 2 | 8 | u | -1
CC(=O)c1ccc(NC(=O)CCc2nc(-c3ccc(C)cc3)no2)cc1 | -1.5 | 0.1 | x | 6 | -22 | -1 | 0 | x | 4
Cn1c(NC(=O)c2ccccc2)nc2ccccc21 | -2.9 | -0.2 | -16 | 23 | 15 | -2 | 4 | -3 | 4
Cc1ccc(NC(=O)C2CCCN2C(=O)NC2CCCCC2)c(C)c1 (stereo unspecified) | -0.3 | 0.0 | -1 | -8 | -14 | 3 | -4 | 11 | -5
Cc1ccc(-n2ncc3c(=O)n(CC(=O)N(C(C)C)C(C)C)cnc32)cc1 | 0.0 | 0.0 | 6 | 25 | -2 | 5 | 13 | 7 | 0
NC(=O)Nc1ccc(C(=O)OCC(=O)Nc2ccc([N+](=O)[O-])cc2C(F)(F)F)cc1 | 0.4 | 0.0 | -5 | -22 | -3 | 2 | -1 | -8 | 2
COc1ccc(CCNS(=O)(=O)c2cc3c4c(c2)C(C)C(=O)N4CCC3)cc1OC (stereo unspecified) | -0.4 | 0.0 | -11 | -2 | -6 | 1 | -6 | -92* | 1

For convenience, part of the list above.
SMILES | D2 agonist | TRHR ag | D2 antag | D1 antagonist | D2 PAM | D1 ag | TRHR PAM | RXFP1 antag | D1 potentiator
O=C(O)/C=C/c1ccccc1Oc1ccc(Cl)cc1Cl | 1.7 | -0.3 | 3 | -18 | 8 | 1 | 20 | -9 | -1
CN(c1ccc(OCC(=O)NC2=NCCS2)cc1)S(=O)(=O)c1ccc(F)cc1 | -1.2 | 0.9 | -7 | -15 | -3 | 9 | -7 | -1 | -12
CCCCn1c(SCC(=O)Nc2cc(NC(=O)c3ccco3)ccc2C)nc2ccccc2c1=O | 0.1 | 0.1 | 3 | 5 | 8 | 4 | 0 | -12 | -4
CCOc1cc(C2c3c(oc4ccccc4c3=O)C(=O)N2Cc2ccc3c(c2)OCO3)ccc1O (stereo unspecified) | 5.5 | -0.6 | x | 5 | 14 | 0 | 5 | -19 | 1
CCc1ccc(-c2nc(SCC(=O)NC3CC3)n[nH]2)cc1 | 1.8 | -0.1 | 7 | 12 | -2 | 1 | 0 | 2 | -2
CCC(C)C(NS(=O)(=O)c1ccc(C)cc1)C(=O)NCCCN1CCOCC1 (stereo unspecified) | -0.7 | -0.2 | 3 | 9 | -6 | 2 | 8 | u | -1
CC(=O)c1ccc(NC(=O)CCc2nc(-c3ccc(C)cc3)no2)cc1 | -1.5 | 0.1 | x | 6 | -22 | -1 | 0 | x | 4
Cn1c(NC(=O)c2ccccc2)nc2ccccc21 | -2.9 | -0.2 | -16 | 23 | 15 | -2 | 4 | -3 | 4
Cc1ccc(NC(=O)C2CCCN2C(=O)NC2CCCCC2)c(C)c1 (stereo unspecified) | -0.3 | 0.0 | -1 | -8 | -14 | 3 | -4 | 11 | -5
Cc1ccc(-n2ncc3c(=O)n(CC(=O)N(C(C)C)C(C)C)cnc32)cc1 | 0.0 | 0.0 | 6 | 25 | -2 | 5 | 13 | 7 | 0
NC(=O)Nc1ccc(C(=O)OCC(=O)Nc2ccc([N+](=O)[O-])cc2C(F)(F)F)cc1 | 0.4 | 0.0 | -5 | -22 | -3 | 2 | -1 | -8 | 2
COc1ccc(CCNS(=O)(=O)c2cc3c4c(c2)C(C)C(=O)N4CCC3)cc1OC (stereo unspecified) | -0.4 | 0.0 | -11 | -2 | -6 | 1 | -6 | -92* | 1
